Compound activity deposited in PubChem BioAssay by National Center for Advancing Translational Sciences (NCATS).
GAA spleen mod: inhibitors or activators of human alpha-glucosidase in spleen homogenate | human spleen homogenate, 4-MU-alpha-glucoside fluorescence | Potency, µM (series often up to 79.9 µM), for inactives: at the highest dose activity change, negative = inhibition, hits mostly inhibitors | AID 2112 | P10253 | 240,000 tested, 0.006% active;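 note: potency is the fitted concentration of half-maximal effect; 0% = enzyme with vehicle and -100% = no enzyme basal signal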
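Human spleen homogenate (1 ug) with 4-methylumbelliferyl-alpha-D-glucopyranoside (1 mM final) in 50 mM citrate/phosphate pH 5.0, 0.01% Tween-20; 40 min at 37 C. Stopped at pH 10; 4-MU fluorescence Ex 365/Em 440 nm; AC50 by Hill fit.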
LMNA splice mod: LMNA splicing modulation | 200,000 tested, 0.01% active | HeLa LMNA splicing GFP/RFP minigene ratio, 48 h | Potency, µM (highest dose often 46.1 µM), without a hit: at the highest dose ratio change, negative = inhibition, usual class: inhibitors | AID 1487; active = well fitted inhibition curve with a large enough effect in the signal ratio, with a control signal flat, not every such curve was filed as active; inconclusive = small, poorly fitted or top-dose-only effect, or effect the other way, or a change in a side signal; the % refers to the signal ratio; note: potency is the fitted concentration of half-maximal effect; % is set by controls: 0 for no effect and ±100 for the full control effect
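S3 HeLa cells stably expressing lamin A-EGFP splicing minigene plus DsRed2, 600 cells/well, 48 h compound exposure at 37C. Laser-scanning cytometry; analysed as GFP (500-530 nm)/RFP (575-640 nm) total intensity ratio; 0.5% DMSO vehicle.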
HttQ103 aggreg: reduces HttQ103-GFP aggregates in PC12 cells | PC12 HttQ103-GFP aggregates, Acumen cytometry, 40 h | Potency, µM (highest dose often 46.1 µM), for inactives: at the highest dose activity change, negative = inhibition, most hits filed as inhibitors | 220,000 tested, 1.1% active | AID 1688; note: potency is the fitted concentration of half-maximal effect; % is set by controls: 0 for no effect and ±100 for the full control effect; nearly all actives have a fitted effect of over 60% in size
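Steps: seed 1500 PC12 HTTQ103-GFP cells/well; add tebufenozide, 100 nM final; add compound titration; add ATPLite reagent; quantify GFP aggregates by laser scanning cytometry.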
GAA glycogen mod: GAA glycogen-cleavage inhibition or activation | AID 2100 | recombinant GAA, glycogen substrate, Amplex Red glucose oxidase fluorescence | 300,000 tested, 0.38% active | P10253 | Potency, µM (top dose mostly 76.4 µM), without a hit: at the highest dose activity change, negative = inhibition, usual class: inhibitors;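 note: potency is the fitted concentration of half-maximal effect; 0% = full enzyme reaction and -100% = no-enzyme basal signal; the screen sought inhibitors and activators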
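Natural-substrate format: glycogen cleavage by 4 nM human enzyme, glucose read by Amplex Red coupling (Ex 573, Em 610 nm). Normalized to enzyme and no-enzyme controls.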
CBFb RUNX1 block: blocks binding between human CBF-beta and RUNX1; AlphaScreen CBFb-His/RUNX1-biotin binding, biochemical; AID 1477; Potency, µM (doses to about 59.8 µM), without a hit: at the highest dose activity, negative = inhibition, actives largely listed as inhibitors; 230,000 tested, under 10 active; note: % of control where 0% means no effect
Target sequence (Q01196 whole entry, looked up): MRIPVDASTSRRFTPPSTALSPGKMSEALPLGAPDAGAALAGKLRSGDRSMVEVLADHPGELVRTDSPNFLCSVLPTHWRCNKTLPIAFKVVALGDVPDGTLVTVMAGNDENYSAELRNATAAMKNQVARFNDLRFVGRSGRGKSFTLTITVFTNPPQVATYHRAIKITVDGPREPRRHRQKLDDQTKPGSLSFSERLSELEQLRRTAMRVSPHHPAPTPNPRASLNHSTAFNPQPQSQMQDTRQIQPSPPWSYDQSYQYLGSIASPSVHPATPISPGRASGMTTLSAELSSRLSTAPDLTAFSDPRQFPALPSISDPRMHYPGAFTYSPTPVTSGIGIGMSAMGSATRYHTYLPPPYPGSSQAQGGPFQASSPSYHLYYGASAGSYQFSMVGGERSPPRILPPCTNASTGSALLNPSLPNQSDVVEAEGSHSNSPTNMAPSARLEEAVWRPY
Target sequence (Q13951 whole entry, looked up): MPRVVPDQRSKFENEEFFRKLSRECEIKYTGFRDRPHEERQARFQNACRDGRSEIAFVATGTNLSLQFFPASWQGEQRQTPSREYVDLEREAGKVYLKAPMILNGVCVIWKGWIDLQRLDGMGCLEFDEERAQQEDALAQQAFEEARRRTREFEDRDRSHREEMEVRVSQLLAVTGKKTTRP
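Room-temperature protein-protein interaction test with 30 nM each of His-tagged CBF-beta and biotinylated RUNX1, 15 min with compound, then 90 min with nickel plus streptavidin beads. Signal read in AlphaScreen mode.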
HTT ATP protect: Huntington cell model cytoprotection by ATP luminescence; PC12 HTT-Q103 induced, cytoprotection, ATP luminescence, 40 h; Potency, µM (highest dose often 56.4 µM), for inactives: cytoprotection (ATP increase), most hits filed as activators; 230,000 tested, 0.14% active; AID 1471;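 note: potency is the fitted concentration of half-maximal effect; % of control where 0% means no effect; nearly all actives have a fitted effect of over 45% in size; toxic huntingtin expression switched on by the ecdysone agonist tebufenozide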
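Compounds were screened for protection of PC12 cells against cell death after tebufenozide induction (100 nM final) of mutant Huntingtin exon 1 (Q103) fused to GFP.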
GAA inhib: blocks human lysosomal alpha-glucosidase; purified human GAA, 4-MU-alpha-glucoside fluorescence; Potency, µM (titrated, usually from 76.9 µM), without a hit: top-dose activity change, negative = inhibition, actives largely listed as inhibitors; 200,000 tested, 0.005% active;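 note: potency is the fitted concentration of half-maximal effect; plate controls were uninhibited enzyme wells for no effect and no-enzyme background for full effect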
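Endpoint fluorogenic read: 20 min room-temperature reaction of 4 nM human alpha-glucosidase with 400 uM 4-methylumbelliferyl-alpha-D-pyranoside, pH 5.0, quenched with 1M NaOH/1M glycine pH 10. AC50 from Hill modeling.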
* hit, by the source's call; ? = inconclusive; · = no result given; [ ] = remark or other dose. Unless noted, calls come from the whole dose curve; as a rule, active = well fitted curve in the direction sought with a large enough effect; inconclusive = small, poorly fitted or top-dose-only effect, or another doubt; inactive = no such curve, though single readings can be large; an effect the other way counts as inactive or inconclusive.

SMILES	GAA spleen mod	LMNA splice mod	HttQ103 aggreg	GAA glycogen mod	CBFb RUNX1 block	HTT ATP protect	GAA inhib
Cc1noc(NS(=O)(=O)c2ccc(NC(=O)c3cnc4scc(C)n4c3=O)cc2)c1C	-3%	-7%	16%	-21%	6%	3%	-5%
CC1SC(=Nc2ccccc2)N(S(=O)(=O)c2ccccc2)C1=O (centres undefined)	1%	?	-8%	8%	0%	10%[10 µM]	-2%
O=C(OCC(=O)c1c[nH]c2ccccc12)C1=COCCO1	5%	-11%	-10%	6%	0%	14%[10 µM]	1%
C=CCNC(=O)C(=O)NCC1CCCN1CC (centres undefined)	6%	14%[46 µM]	-11%[9.22 µM]	-4%	-7%	-3%[10 µM]	-5%
CCC(c1nnc(SCC(=O)Nc2cccc(S(N)(=O)=O)c2)n1Cc1ccccc1)N(C)C (centres undefined)	-6%	·	-5%[9.22 µM]	3%	8%	-7%[10 µM]	·
CNC(=S)N(CCc1c(C)[nH]c2ccc(OC)cc12)Cc1cc(OC)c(OC)c(OC)c1	3%	-9%	12%	-9%	5%	·	-5%[15.4 µM]
Cn1ccnc1SCC(=O)c1ccc(Br)cc1	-3%	14%	32%	-7%	-8%	-20%	0%
CCOc1ccc(N2C(=O)c3ccc(C(=O)OCC(=O)N(CC)C4CCS(=O)(=O)C4)cc3C2=O)cc1 (centres undefined)	-5%	2%[46 µM]	20%	1%	?	-18%	?
COc1ccccc1OCC(=O)NCc1ccco1	-3%	2%	6%	-6%	7%	-4%[10 µM]	2%
Cc1cccc(N2CCN(C(=O)Cn3sc4nc(C)cc(C)c4c3=O)CC2C)c1 (centres undefined)	-5%	5%	-11%	19%	-7%	-122%[inhibitor]	-14%
CC(=O)Nc1ccc(S(=O)(=O)NNC(=O)C(=O)NNc2ccccn2)cc1	-7%	·	-1%[9.22 µM]	?	11%	20%[10 µM]	2%
O=C(CCn1c(=O)[nH]c2ccsc2c1=O)N1CCN(Cc2ccc3c(c2)OCO3)CC1	-18%	-6%	-7%	4%	9%	3%[10 µM]	6%
COc1ccc(-c2nnc(SCC(=O)c3cccs3)o2)c(OC)c1	-5%	5%	17%	-1%	17%	-12%	1%
COc1ccc(NC(=O)c2ccc(CNc3c(NC4CCCCC4)c(=O)c3=O)cc2)cc1OC	3%	-2%	-5%	18%	-2%	-1%	-4%
CC(C)(C)OC(=O)NCCCC1=CC2=CC(=O)C(C)(OC(=O)c3ccc(Cl)nc3)C(=O)C2=CO1 (centres undefined)	-4%	·	·	·	-21%	13%	·
Cc1oc(-c2ccc(Cl)cc2)nc1CN1CCC(C(=O)N2CCc3ccccc3C2)CC1	-3%	8%	9%	13%	6%	-31%	-13%
Cc1ccccc1NC(=S)N(Cc1cccs1)C1CCCCC1	0%	·	-2%	-5%	1%	18%	-4%
O=C(CSc1nnc(COc2ccccc2F)n1-c1ccccc1)NC1CCS(=O)(=O)C1 (centres undefined)	-2%	6%	-1%	-1%	2%	·	7%
Cc1cccc(OCCCCCn2ccnc2)c1C	-5%	?	-63%	-8%	-11%	8%	8%
O=C(NCc1ccco1)c1cccnc1-c1nc2ccccc2s1	-4%	3%	6%	-3%	-4%	-19%[0.074 µM]	-10%
Fc1cccc(Cc2noc(CN3CCN(C4CCc5ccccc5C4)CC3)n2)c1 (centres undefined)	3%	-2%[46 µM]	10%[9.22 µM]	18%	2%	-2%[10 µM]	13%
COc1cc(O)cc(O)c1C(=O)/C=C/c1ccccc1	-1%	·	14%[9.22 µM]	-2%	-1%	14%[10 µM]	·
CCOC(=O)N1CCC(NCCNC(=O)c2cccs2)CC1	-1%	11%	-2%	-2%	3%	7%[10 µM]	0%
O=C(Nc1ccc2oc(-c3ccccc3)nc2c1)c1ccncc1	0%	?	-14%	2%	0%	-24%	-11%
NC(=O)c1ccc(OCC(F)(F)C(F)(F)C(F)(F)C(F)(F)C(F)(F)C(F)F)cc1	-16%	9%	-18%	-7%	4%	17%	-7%
CCOC(=O)N1CCN(c2ncnc3c2cnn3-c2ccc(OC)cc2)CC1	-3%	11%	17%	0%	4%	-45%[inhibitor]	-9%
O=C(NCCc1ccccc1)c1ccc(CS(=O)(=O)c2ccc(Cl)cc2)o1	-3%	?	-4%	5%	-5%	-53%[inhibitor]	3%
COC(=O)c1ccc(/C=C/C(=O)c2ccc(OC)cc2)cc1	4%	?	14%	-3%	2%	-15%	1%
O=C(NCCc1ccc2c(c1)OCCO2)c1cccc(F)c1	-1%	?	-23%	-1%	9%	17%[10 µM]	3%
CC(=S)/C=C1\Sc2ccccc2N1C	8%	7%	-19%	-23%	-17%	-21%	-5%

The list goes on; the last 3 above are carried over.
SMILES	GAA spleen mod	LMNA splice mod	HttQ103 aggreg	GAA glycogen mod	CBFb RUNX1 block	HTT ATP protect	GAA inhib
COC(=O)c1ccc(/C=C/C(=O)c2ccc(OC)cc2)cc1	4%	?	14%	-3%	2%	-15%	1%
O=C(NCCc1ccc2c(c1)OCCO2)c1cccc(F)c1	-1%	?	-23%	-1%	9%	17%[10 µM]	3%
CC(=S)/C=C1\Sc2ccccc2N1C	8%	7%	-19%	-23%	-17%	-21%	-5%
NS(=O)(=O)c1ccc(NC(=O)CSc2ncn[nH]2)cc1	-3%	·	-14%	-9%	0%	-41%[inhibitor]	8%
CCC(C)NC(=O)C1CCN(S(=O)(=O)c2ccc(Br)s2)CC1 (centres undefined)	-5%	-6%	-17%	1%	0%	·	-7%
O=C(NCc1ccco1)C1CCC(CNS(=O)(=O)c2cccc3cccnc23)CC1 (centres undefined)	4%	10%	31%	4%	-6%	-3%	0%
COc1ccc(OCCn2cc(/C=N/NC(=O)c3ccncc3)c3ccccc32)cc1	-1%	?	-13%	8%	?	16%[10 µM]	-1%
O=[N+]([O-])c1cccc2c(N3CCCC3)ccnc12	-4%	·	?	10%	1%	-7%[10 µM]	-21%
Cc1ccc(S(=O)(=O)NCC(=O)OCC(=O)NCc2ccc(F)cc2)cc1	4%	-11%[46 µM]	23%	-13%	3%	26%[10 µM]	2%
COC(=O)c1cc2c(ccn2-c2ccc(F)cc2)n1C(C)C	-6%	3%	-5%	0%	-15%	-17%	-2%
COc1c(N2CCN(C(=S)Nc3ccccc3F)C(C)C2)c(F)cc2c(=O)c(C(=O)O)cn(C3CC3)c12 (centres undefined)	1%	·	-17%[9.22 µM]	1%	5%	2%[10 µM]	·
Cc1nc2ccc(S(=O)(=O)c3ccc4nc(C)[nH]c4c3)cc2[nH]1	-12%	0%	-26%	·	-4%	-24%	-9%
Cc1ccc(-c2noc(CN(C(=O)c3cccs3)C(C)C)n2)cc1	-7%	?	-12%	-4%	10%	8%	-9%
CCOC(=O)N1CCC(NC(=O)c2ccc3c(c2)N(Cc2ccccc2)CCS3)CC1	9%	3%	?	2%	-15%	-41%[inhibitor]	2%
COc1ccc(-n2ncc3c(Nc4cccc(C)c4)ncnc32)cc1	4%	7%	-7%	-4%	9%	-9%	?
O=C(Nc1ccccc1)NC1CCN(Cc2c(F)cccc2Cl)CC1	11%	·	3%[9.22 µM]	4%	5%	14%[10 µM]	0%[15.4 µM]
CCn1c(CC(=O)Nc2ccc(C)c(Cl)c2)nnc1SCC(=O)Nc1nc(C)cs1	-4%	-5%	28%	6%	1%	-26%	-7%
O=C(CCc1n[nH]c(=O)[nH]c1=O)N1CCOCC1	-27%	-8%	-4%	4%	-4%	6%[10 µM]	?
Cc1cc(C)c2nc(NC(=O)C3CCCO3)sc2c1 (centres undefined)	5%	2%	-4%	9%	-1%	15%[10 µM]	-3%
CN(CC(=O)Nc1ccccc1C(F)(F)F)C(=O)COc1cccnc1[N+](=O)[O-]	6%	·	-13%	-2%	13%	-20%	-9%
CCC(C)Nc1c([N+](=O)[O-])cc(C)cc1[N+](=O)[O-] (centres undefined)	-3%	-5%	-9%	-2%	?	9%	-2%
N#CCCN(C(=O)COC(=O)c1cccc(S(=O)(=O)Nc2ccc([N+](=O)[O-])cc2)c1)c1ccccc1	-16%	-2%	?	-4%	-16%	·	-7%
CCOC(=O)c1c(NC(=O)CN2CCCCC2)sc2c1CCC(C=O)=C2Cl	-2%	5%	4%	0%	0%	-27%	-2%
COc1ccc(/C=C/C(=O)OC2CCCCC2CN(C)C)cc1 (centres undefined)	1%	·	-23%[9.22 µM]	3%	-2%	5%[10 µM]	·
Cc1cccc(C)c1OCC(=O)N1CC2(C)CC1CC(C)(C)C2 (centres undefined)	-34%	0%	0%	6%	6%	15%	-1%
CCOc1ccc(Br)cc1S(=O)(=O)Nc1cccc(S(=O)(=O)N(C)C)c1	-10%	-3%	8%	-6%	3%	23%[10 µM]	-7%
O=C1CCCCCCC1Sc1ccccc1[N+](=O)[O-] (centres undefined)	4%	-1%	28%	6%	-4%	18%	4%
CCS(=O)(=O)Nc1ccc(Cc2ccc(NS(=O)(=O)CC)cc2)cc1	4%	?	?	23%	-3%	2%[10 µM]	2%
CC(=C/c1ccccc1)/C=N/NC(=O)c1cnccn1	-12%	9%	-28%	6%	-1%	-36%[10 µM]	1%
CC(=O)C1C(c2ccc(Cl)cc2)c2c(n[nH]c2C)CC1(C)O (centres undefined)	-2%	3%[46 µM]	-8%	1%	-4%	-10%	?
CCN(CC)c1ccc(Nc2nc(N3CCOCC3)c3ccccc3n2)cc1	-2%	?	7.9µM*	-14%	?	-4%	-8%
COc1ccc(CCNC(=O)Cn2c(-c3nonc3N)nc3ccccc32)cc1OC	0%	8%	?	10%	1%	7%	9%
CCOC(=O)c1cccc(S(=O)(=O)N(CCO)Cc2cc3cc(OC)c(OC)cc3[nH]c2=O)c1	4%	4%	-4%	-2%	5%	-12%	-6%
CCOC(=O)c1nn(-c2cccc(Cl)c2)c(C)c1C(C)=O	-4%	9%	11%	6%	2%	13%	0%

An excerpt from above in order of the CBFb RUNX1 block value, ascending.
| mol | GAA spleen mod | LMNA splice mod | CBFb RUNX1 block | GAA inhib |
| --- | --- | --- | --- | --- |
| CC(=C/c1ccccc1)/C=N/NC(=O)c1cnccn1 | -12% | 9% | -1% | 1% |
| CCOC(=O)c1nn(-c2cccc(Cl)c2)c(C)c1C(C)=O | -4% | 9% | 2% | 0% |
| CN(CC(=O)Nc1ccccc1C(F)(F)F)C(=O)COc1cccnc1[N+](=O)[O-] | 6% | · | 13% | -9% |
